# MEP2 TOR yeast = yeast TOR pathway MEP2-GFP modulation | S. cerevisiae MEP2-GFP strain, flow cytometry GFP, 3 h; 100% = DMSO control level | GFP response vs DMSO, % at 10 µM | 0.51% of 330,000 active | AID 2016;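 active = GFP response versus DMSO above a set limit, roughly screen mean plus 3 SD, cut at about 180% in these data; inconclusive = fewer than 70 cells counted for a yeast strain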;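 also: median GFP fluorescence of the barcode-gated MEP2-GFP cells per well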
# AGP1 TOR yeast = yeast TOR pathway AGP1-GFP modulation; S. cerevisiae AGP1-GFP multiplex flow cytometry, 3 h; GFP as percent of DMSO wells; GFP response vs DMSO, % at 10 µM; 0.02% of 320,000 active;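 active = GFP response relative to DMSO above a set limit, near screen average plus 3 SD, cut at about 150% in these data; inconclusive = fewer than 70 cells counted for the yeast strain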;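 also: median GFP channel fluorescence of the gated AGP1 strain per well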
# LAP4 TOR yeast = alters LAP4-GFP fluorescence in TOR pathway yeast screen; S. cerevisiae LAP4-GFP multiplex, flow cytometry GFP, 3 h; median GFP as percent of DMSO wells; GFP response vs DMSO, % at 10 µM; 0.34% of 320,000 active; AID 2023;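 active = GFP response vs DMSO above a set limit, about the screen mean plus 3 SD, cut at about 150% in these data; inconclusive = under 70 cell events counted for the yeast strain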
# GASC-1 inh = blocks human GASC-1 demethylase activity. GST-JMJD2C(1-420) H3K9me3 demethylation, DELFIA europium. inhibition, % at 2.35 µM. 0.069% of 330,000 active;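 active = more than half of a compound's replicate wells show inhibition beyond 50%, single wells judged on their own value; inconclusive = some, but no more than half, of replicates pass 50% inhibition; inactive = no replicate passes 50% inhibition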;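 also: signal counts dimethyl H3K9 product captured on neutravidin plate; 0% = median of DMSO wells and 100% = 0.3 times that DMSO median; strong numbers were not always called active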
# Target sequence (Q9H3R0 1-420 limits assumed): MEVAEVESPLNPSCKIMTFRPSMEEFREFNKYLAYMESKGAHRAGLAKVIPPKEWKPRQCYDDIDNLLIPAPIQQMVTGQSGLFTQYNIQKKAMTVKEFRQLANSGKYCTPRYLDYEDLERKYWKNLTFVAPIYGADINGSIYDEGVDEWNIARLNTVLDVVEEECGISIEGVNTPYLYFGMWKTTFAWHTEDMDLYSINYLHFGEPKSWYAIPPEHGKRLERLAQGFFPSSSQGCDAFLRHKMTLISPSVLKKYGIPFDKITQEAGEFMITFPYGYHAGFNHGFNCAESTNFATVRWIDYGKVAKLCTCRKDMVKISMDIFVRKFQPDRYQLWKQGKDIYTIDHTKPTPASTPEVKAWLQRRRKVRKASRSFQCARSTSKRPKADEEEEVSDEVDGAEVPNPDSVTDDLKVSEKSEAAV
# VLA-4 inh = inhibition in a human VLA-4 binding assay; 0.2% of 330,000 active; inhibition, % (about 7 µM as worked out from the volumes in the protocol); P13612; VLA-4 expressing cells, ligand binding flow cytometry; AID 2557; in the data active = inhibition above about 50%
# RPL19A TOR yeast = modulators of TOR pathway RPL19A-GFP in S. cerevisiae | percent response vs DMSO, % at 10 µM | 0.3% of 330,000 active | S. cerevisiae RPL19A-GFP strain, flow cytometry, 3 h; active compounds read low;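 active = percent response vs DMSO below 50%; inconclusive = fewer than 70 events counted for the yeast strain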;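 also: median channel GFP fluorescence of the barcoded RPL19A-GFP strain; ratio of sample median GFP to plate DMSO average so 100% = DMSO; lower means less RPL19A-GFP as with rapamycin TOR inhibition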
# GRK2 inh = blocks RNA aptamer binding to human GRK2; 0.59% of 330,000 active; inhibition of aptamer binding, % at 10 µM; bead flow cytometry, FAM-aptamer displacement from GRK2;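 active = inhibition of aptamer binding above 40%, roughly 3 SD of noise, on plates passing a quality check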;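 also: median bead fluorescence of bound FAM aptamer so fluorescent compounds give negative values; no value below 0 was filed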
# CIT2-GFP yeast = modulators of TOR pathway CIT2-GFP in S. cerevisiae; AID 2029; 0.065% of 320,000 active; GFP response vs DMSO, % at 10 µM; S. cerevisiae CIT2-GFP strain, flow cytometry, 3 h; 100 means same as DMSO wells;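 active = GFP response relative to DMSO above a set limit, near the screen mean plus 3 SD, cut at about 150% in these data; inconclusive = Fewer than 70 cells measured for a yeast strain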;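 also: ratio of well median GFP fluorescence to mean of DMSO wells on the plate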
# * hit, by the source's call; i = inactive; ? = inconclusive; · = not tested or not shown; & = joins results of further samples; [ ] = another dose, or the depositor's remark.
compound	MEP2 TOR yeast	AGP1 TOR yeast	LAP4 TOR yeast	GASC-1 inh	VLA-4 inh	RPL19A TOR yeast	GRK2 inh	CIT2-GFP yeast
CCOc1ccc(-n2c(-c3ccccc3)c[n+]3c2CCC3)cc1	94	92	95	15	2	91	0	90
Cc1c(C(=O)Nc2ccccc2F)sc2nc3n(c(=O)c12)CCC3	104	95	101	-3	-11	99	1	96
CN(C(=O)COC(=O)c1ccc(C(C)(C)C)cc1)C1CCS(=O)(=O)C1 (centres undefined)	102	104	97	-2	-2	94	1	99
CN(CC(=O)Nc1ccc(N2CCOCC2)cc1)C(=O)CCNC(=O)c1ccc(Br)cc1	105	105	104	0	50*	99	0	97
CCOc1ccc(NCc2cc3cc(OC)ccc3[nH]c2=O)cc1	96	98	96	7	-13	99	1	85
CC1C=CC(C)C(C(=O)O)C1C(=O)O (centres undefined)	106	102	102	-24	-2	102	7	93
COC(=O)c1ccc(COC(=O)C(CCS(C)(=O)=O)N2C(=O)c3ccccc3C2=O)cc1 (centres undefined)	101	101	89	11	13	100	0	95
Cc1ccc(N(CC(=O)NC2CCCCC2)C(=O)CNC(=O)c2cccs2)cc1	103	104	98	-2	5	104	1	99
CCCCNC(=O)c1nn2cc(Br)cnc2c1Br	97	100	108	30	4	95	16	102
CC(C)c1cc(NC(=O)C(C)(C)C)cc(C(C)C)c1O	202*[may fluoresce violet]	23[may fluoresce violet]	91[may fluoresce violet]	-21	-13	55[may fluoresce violet]	3	?
Cc1ccc2nc(Nc3ccc(F)cc3)c3nncn3c2c1	108	100	107	4	11	106	0	105
CCSc1nc(-c2cccnc2)ccc1C#N	101	91	104	-1	15	101	0	96
CC1(C)CC(=O)c2cc3c(N)c(C(=O)NCc4ccccc4)sc3nc2C1	117	104	91	6	-7	102	0	103
O=C(COC(=O)C1CC(O)CN1S(=O)(=O)c1ccccc1[N+](=O)[O-])c1ccc[nH]1 (centres undefined)	98	103	98	-3	-3	95	0	99
CC(C)C(NC(=O)c1c(F)cccc1F)C(=O)NCc1ccc(S(=O)(=O)N2CCOCC2)cc1 (centres undefined)	95	86	82	3	11	90	2	82
Cc1cc(C)c(C)c(S(=O)(=O)N2CCN(CC(=O)NC(=O)NCc3ccccc3)CC2)c1C	101	99	91	8	12	96	2	97
O=C(Nc1ccccc1)c1ccc(S(=O)(=O)NCc2ccco2)cc1	104	106	106	-3	-5	98	0	100
COc1ccc(-c2cc(C(=O)NCCc3ccccc3)no2)cc1OC	103	99	108	-14	6	98	0	88
COc1cc2[nH]c(C(=O)NCCc3ccccc3)cc2c(OC)c1OC	112	104	100	-6	6	108	2	106
C#CC(CC)(CC)NC(=S)Nc1cccc(C(C)=O)c1	85	·	86	-4	2	85	2	82
O=C(CSc1ccccc1)Nc1ccccc1N1CCOCC1	95	104	102	-4	12	104	3	98
O=C1CCN(CCCc2ccccc2)CCN1[C@H](CO)Cc1ccccc1	94	80	110	-8	54*	99	1	68
CC(C)N=C(NC#N)SCc1ccccc1	100	104	103	17	1	106	3	101
CCCCn1c(NCc2ccncc2)nc2ccccc21	99	100	102	4	18	97	0	97
O=C(CN1CCN(c2ccccc2)CC1)NCc1ccc(F)cc1	108	96	88	3	10	105	2	102
O=C(O)CCNS(=O)(=O)c1ccc2ccccc2c1	103	99	100	-1	-1	98	3	98
CC1(C)Cc2[nH]c(=O)c(C#N)cc2CS1	100	106	100	-14	-1	100	1	105
COc1ccc(NC(=O)c2ccc(Cl)nc2)cc1S(=O)(=O)N1CCOCC1	130	109	125	-3	-10	112	3	105
CCC(C)c1ccccc1N1CC(C(=O)N2CCN(S(=O)(=O)c3ccccc3Br)CC2)CC1=O (centres undefined)	94	101	101	4	-1	98	0	104
COc1ccc(-c2noc(C3CCCN(C(=O)Nc4ccccc4F)C3)n2)cc1 (centres undefined)	90	84	100	5	-10	89	0	83
COc1ccc(CCNC(=O)CNC(=O)Cn2ccc3ccccc3c2=O)cc1OC	94	101	108	-17	-4	97	0	103
COC(C[C@H]1O[C@@H]1C(=O)[C@H](C)OCc1ccccc1)OC	109	106	113	0	-8	102	0	102
COc1ccc(OC)c(S(=O)(=O)Nc2cc3c(cc2N2CCCC2)n(C)c(=O)c(=O)n3C)c1	101	107	96	-18	-107	101	0	104
O=[N+]([O-])c1ccc2nc(CCCc3nc4ccc([N+](=O)[O-])cc4[nH]3)[nH]c2c1	98	103	96	14	-2	97	0	106
Nc1nc(SCc2ccccc2)ns1	99	99	109	18	-1	100	0	96
C=CCNCCOc1ccccc1-c1ccccc1	91	101	89	-9	0	108	12	119
COc1cc(OC)cc(-c2cc3nc(C)c(CCC(=O)O)c(=O)n3[nH]2)c1	102	103	101	-2	-4	100	4	100
CCC(=O)Nc1nc(=S)ss1	102	108	105	7	9	101	2	108
CCOc1ccc(-c2cc(C(=O)NCCCn3ccnc3)c3cc(Br)ccc3n2)cc1	108	106	105	-3	6	104	0	98
Nc1nc(O)c(CC(=O)O)s1	94	94	87	-7	-12	98	2	99
CC(C)CN(CC(C)C)C(=O)Nc1cccc([N+](=O)[O-])c1	98	94	93	2	12	99	0	76
CC1CCN(C(=O)CSc2nc3ccccc3s2)CC1	98	102	106	1	-4	100	1	96
Cc1c(NC(=O)C(C)OC(=O)c2cc3c4ccccc4n(C)c3s2)c(=O)n(-c2ccccc2)n1C (centres undefined)	97	98	90	-2&22	10	98	0	·
COc1cc2c(cc1OC)C(c1cc3cc4c(cc3[nH]c1=O)OCO4)N(C(=O)C(C)C)CC2 (centres undefined)	?	?	?	-9	10	?	2	?
COc1ccc(/C=C2\N=C3CCCN3C2=O)cc1	104	100	120	-7	-3	100	0	92
CCOC(=O)C(C)Sc1nc(-c2ccccn2)ncc1OC (centres undefined)	98	97	96	-3	9	95	4	100
O=C(CC(c1ccccc1)c1ccccc1O)N1CCCCC1 (centres undefined)	103	96	99	-5	4	97	1	94
CCCS(=O)(=O)N1CCCC(C(=O)NCCN2CCC(Cc3ccccc3)CC2)C1 (centres undefined)	103	98	97	-8	1	100	1	97
O=C(NCCCn1ccnc1)c1cc(-c2ccccc2)on1	112	112	101	-5	6	112	0	113
Cc1cc(C)cc(N(CC(=O)NC2CCCC2)C(=O)CNC(=O)c2cccs2)c1	96	98	98	1	5	100	3	88

# Further results
compound	MEP2 TOR yeast	AGP1 TOR yeast	LAP4 TOR yeast	GASC-1 inh	VLA-4 inh	RPL19A TOR yeast	GRK2 inh	CIT2-GFP yeast
Cc1cc(S(=O)(=O)N2CCCCC2)c(C)s1	100	97	100	-4	-4	96	0	102
CCCN(CC(=O)Nc1ccccc1OC)C(=O)C1CCCC1	102	102	102	6	11	96	0	88
CCOc1ccc(NC(=O)CNC(=O)c2ccco2)cc1	109	106	105	12	4	105	0	102
O=C(COC(=O)COc1ccccc1)Nc1ccc(Cl)cn1	103	103	100	-3	11	100	0	99
O=C(COc1ccc(-c2nnco2)cc1)N1CCN(S(=O)(=O)c2ccccc2)CC1	105	99	103	8&0	2	101	1	94
CN1CCN(NC(=O)Nc2ccc([N+](=O)[O-])cc2)CC1	104	99	104	-3	-4	100	3	97
O=C(O)c1cc(S(=O)(=O)NC(CO)C(O)c2ccc([N+](=O)[O-])cc2)ccc1Br (centres undefined)	96	103	89	8	-4	103	1	104
COc1ccc2cc(C(=O)N3CCN(c4ccccc4OC)CC3)[nH]c2c1	105	95	103	-7	1	105	3	95
O=C(CCN1C(=O)/C(=C/c2cccc(Br)c2)SC1=S)Nc1cccnc1	108	105	102	1	-6	108	2	107
Cc1ccccc1CNC(=O)c1cc(COc2ccc(F)cc2F)on1	96	95	110	2	7	94	1	95
CCOC(=O)C1=C(COC(=O)COc2ccc(C(C)=O)cc2)NC(=O)NC1C (centres undefined)	96	95	95	-5	3	99	4	97
COc1ccc2nc(Nc3nc4ccc(NC(C)=O)cc4s3)sc2c1	100	98	101	0	3	100	2	98
Cc1ccc2cccc(OCc3ccc(F)cc3)c2n1	96	102	96	3	20	101	1	102
O=C1C2C3C=CC(CC3)C2C(=O)N1/N=C/c1ccc(O)c(O)c1 (centres undefined)	98	95	86	-11	-6	96	2	98
C/C(=N\NC(=O)c1nc2ccccn2c1C)c1cc2ccccc2o1	87	90	95	15	17	95	0	89
CCCc1cc(C(=O)NCc2cccs2)no1	104	101	109	6	8	96	24	95
CCN(CC)S(=O)(=O)c1cccc(-c2nnc(SCc3nnc(-c4cccs4)o3)n2N)c1	110	103	104	-5	18	100	1	93
COC(=O)C(C(=O)OC)c1ccc(-n2cccc2)cc1	102	102	95	-3	-3	104	2	101
CN(C)c1ccc(/C=N/Nc2cccc(C(=O)O)c2)cc1	89	93	100	-2	-1	96	3	88
CCN(CC)CCCN(Cc1cc2cc3c(cc2[nH]c1=O)OCO3)C(=S)NCCOC	108	149	90	2	-4	104	3	101
CCC(=O)c1ccc(OCC(O)Cn2cnc3ccccc32)cc1 (centres undefined)	106	103	110	-6	11	106	1	110
Cn1c(=O)c2ccccc2n(CC(=O)NC2CCCC2)c1=O	100	94	90	3	6	97	0	100
COc1ccc(S(N)(=O)=O)cc1C(=O)OCC(=O)Nc1ncc(Cl)c(C)c1Cl	107	97	94	0	14	100	2	108
c1ccc(-n2cnc3cc(NCc4ccncc4)ccc32)cc1	88	103	75	0	20	95	0	87
CC(=O)Nc1ccc(OC(=O)c2cccnc2)cc1	105	95	92	11	-1	100	0	90
Cc1cc(C)c2c(N)c(C(=O)N/N=C/c3cccs3)sc2n1	167	·	·	-7	0	77	1	·
CCOC(=O)N1CCN(C(=O)c2ccc(Cn3c(=S)[nH]c4ccc(Br)cc4c3=O)cc2)CC1	80	63	86	6	2	96	0	100
Cc1cc(=O)n2[nH]c(-c3ccc(Cl)cc3)cc2n1	102	96	96	2	1	100	0	95
Cc1cc(NC(=O)CSc2n[nH]c(=O)[nH]c2=O)ccc1Br	95	101	99	80	-1	97	0	104
Cc1[nH]n(C(N)=S)c(=O)c1N=Nc1ccc([N+](=O)[O-])cc1Cl	99	95	91	1	19	99	0	97
CCC(C)NC(=O)CSc1nc2ccsc2c(=O)n1NC(=O)c1ccccc1 (centres undefined)	91	97	85	-1	9	98	0	95
O=C(Nc1sccc1C(=O)NCc1ccco1)c1cccnc1	103	90	101	-11	0	97	3	92
CNC(=O)c1ccc(S(=O)(=O)c2ccc(Cl)cc2)c(NC(C)=O)c1	101[may fluoresce red and violet]	84[may fluoresce red and violet]	92[may fluoresce red and violet]	i	-10	?	0	?
Cc1nn(C)c(C)c1NC(=O)c1cnn2c(C(F)F)cc(-c3ccccc3)nc12	93	102	106	-1	-14	99	0	101
O=C(N/N=C/c1ccccn1)c1cc(Br)ccc1O	122	100	105	-9	-4	105	0	114
CSCCC(NS(=O)(=O)c1ccc2c(c1)OCCO2)C(=O)N(C)Cc1ccc(F)cc1 (centres undefined)	114	120	110	2	3	109	0	107
Cc1ccc(S(=O)(=O)NCC2CCCO2)cc1 (centres undefined)	102	93	92	1	11	103	·	102
